# High-throughput results: PubChem BioAssay, Southern Research Specialized Biocontainment Screening Center
# PhoP GFP inhibition: PhoP regulon inhibitors, Salmonella typhi PhoP promoter GFP reporter, confirmatory (AID 1850); Salmonella Typhi PhoP-promoter GFP reporter, fluorescence, 4 h; higher % means a stronger effect; one-dose inhibition, % at 50 µM; IC50 in µM for titrated hits; 310,000 tested, 0.33% active; in the data active = a potency from the dose series; inconclusive = inhibition mostly from about 25% at the one dose, without a potency; inactive = the rest, 99 in 100 with inhibition below about 19%;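 also: 0% = induced wells with vehicle and 100% = uninduced wells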
# tuberculosis growth: growth inhibition of non-replicating M. tuberculosis (AID 488890); Mycobacterium tuberculosis non-replicating, growth inhibition; higher % means a stronger effect; one-dose inhibition, % at 25 µM; IC50 in µM for titrated hits; 320,000 tested, 0.39% active; in the data active = a potency from the dose series; inconclusive = inhibition mostly from about 82% at the one dose, without a potency; inactive = the rest, 99 in 100 with inhibition below about 76%;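 also: plate controls were DMSO cells for no effect and high antibiotic wells for full effect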
# H37Rv inhibition: M. tuberculosis growth inhibition, HTS (AID 449762). M. tuberculosis H37Rv growth inhibition, 7H9 media; higher % means a stronger effect. one-dose inhibition, % at 25 µM; IC50 in µM for titrated hits. 330,000 tested, 0.59% active; in the data active = a potency from the dose series; inconclusive = inhibition above about 70% without an active follow-up result;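 also: bacterial growth assessed after seven days of incubation; strong numbers were not always called active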
# VEEV TC-83 Vero: inhibitors of VEEV TC-83 cytopathic effect, confirmation, Vero cells (AID 588727) | 350,000 tested, 0.13% active | one-dose inhibition, % at 20 µM; IC50 in µM for titrated hits | Vero cells, VEEV TC-83 cytopathic effect inhibition; higher % means a stronger effect; in the data active = a potency from the dose series; inconclusive = inhibition mostly from about 14% at the one dose, without a potency; inactive = the rest, 99 in 100 with inhibition below about 12%; also: strong numbers were not always called active
# influenza NS1A: H1N1 influenza NS1A inhibitors, functional cell based assay (AID 504329) | NS1A functional cell-based assay, percent inhibition; higher % means a stronger effect | inhibition, % at 12.5 µM; hits with a dose series show IC50 in µM | 340,000 tested, 0.3% active; in the data active = a potency from the dose series; inconclusive = inhibition above about 27% without an active follow-up result; also: strong numbers were not always called active
# VEEV TC-83 Vero 10K pilot screen: second read-out of VEEV TC-83 Vero, no call of its own (marks repeat the call); inhibition, %; measured here: 10K pilot screen inhibition
# Active calls of the source: *; i = inactive; ? = inconclusive; . = no result given.
SMILES,PhoP GFP inhibition,tuberculosis growth,H37Rv inhibition,VEEV TC-83 Vero,influenza NS1A,others
O=C(Nc1cccc([N+](=O)[O-])c1)c1ccc2c(c1)C(=O)N(c1ccccn1)C2=O,3.0%,-1.5%,6.6%,i,-1.4%,
O=C(CCCNC(=O)c1ccc(Cl)cc1)Nc1ccccc1C(F)(F)F,1.7%,1.8%,3.6%,i,19.5%,
CCOC(=O)[C@H]1[C@H]2COc3cc(OC)ccc3[C@@H]2N2C(=O)c3ccc(C)cc3NC(=O)[C@@]12C,-7.6%,44.6%,10.7%,0.0%,8.6%,
CC(C)(C)C(=O)c1cnc(Nc2ccccc2Cl)s1,-17.0%,27.8%,14.1%,5.9%,-2.3%,VEEV TC-83 Vero 10K pilot screen=4.2
COc1ccc2ccc3c(c2c1)N=C[C@]1(O3)N(C)c2ccccc2C1(C)C,-2.4%,-3.3%,-1.8%,0.9%,31.6%,
Cc1cccnc1CCNC(=O)C1CCC(=O)N(Cc2cccc(F)c2)C1 (centres undefined),-2.8%,-12.5%,-13.8%,1.0%,-12.2%,
CCN(CC)CCNC(=O)CS(=O)Cc1nc(-c2ccc(Cl)cc2)oc1C (centres undefined),3.9%,14.6%,-23.7%,1.0%,-9.7%,
O=C(C[n+]1ccccc1)Nc1ccccc1,7.2%,-10.4%,-15.2%,i,.,
CCOC(CCn1c(SCc2cccc([N+](=O)[O-])c2)nc2ccccc2c1=O)OCC,-20.8%,17.9%,17.5%,4.5%,-1.6%,
CCNC(=O)NC(=O)COC(=O)CCCSc1nc2ccccc2[nH]1,4.5%,4.0%,-6.2%,0.3%,14.7%,
O=C1OC(/C(=C\Nc2ccccc2)[N+](=O)[O-])c2ccccc21 (centres undefined),2.6%,.,5.5%,0.1%,-11.4%,
Cc1ccc(S(=O)(=O)N(C)c2ccc(C(=O)NCC(c3ccco3)N(C)C)cc2)cc1 (centres undefined),.,1.2%,-13.1%,0.2%,-4.3%,
CC(C)c1ccc(NC(=O)COC(=O)/C=C/c2cccc(Br)c2)cc1,-10.9%,-1.0%,45.9%,i,10.7%,
O=C(COc1ncnc2sccc12)N1CCN(C(=O)c2ccco2)CC1,-8.8%,-12.8%,-11.3%,0.4%,3.4%,
COc1cc2ncnc(NCc3ccccc3Cl)c2cc1OC,3.4%,0.1%,-6.8%,1.2%,1.9%,
CCOc1cc(CNCCO)cc(Br)c1OCc1ccc(Cl)cc1Cl,8.4%,?,?,i,6.0%,
Cc1ccc(C(NC(=O)N2CCCC2)C(Cl)Cl)cc1F (centres undefined),-4.7%,6.6%,-1.9%,0.0%,-7.7%,
Cc1ccc(C)c(NC(=O)c2ccc(S(=O)(=O)N(C)CC3CCCO3)cc2)c1 (centres undefined),2.1%,23.8%,5.1%,5.7%,0.5%,
N#C/C(=C\c1ccc(O)c(O)c1)C(=O)c1ccc(O)c(O)c1,25.9%,6.2%,8.2%,i,14.2%,
COC(=O)c1cn[nH]c1NC(=S)Nc1ccccc1C,-3.2%,-9.8%,-3.0%,1.7%,25.1%,
CN(CCOc1ccc(Cl)cc1)c1ccc(S(=O)(=O)N2CCCCC2)cn1,-1.4%,9.5%,-10.5%,0.2%,-0.2%,
CN(Cc1ccccc1)C(=O)CC(=O)N(C)Cc1ccccc1,7.7%,-5.1%,-9.8%,1.2%,-6.0%,
N/C(=N\OC(=O)Cc1ccc(Cl)cc1)c1ccncc1,-5.4%,60.7%,3.0%,5.6%,2.4%,
COc1ccc(CSc2nncn2C)cc1F,0.1%,11.6%,-3.9%,i,3.1%,
CC(=O)Nc1ccc(S(C)(=O)=O)c(C)c1,-8.7%,-11.7%,0.0%,0.0%,9.7%,
CCc1cc(-c2n[nH]c(C)c2-c2nc3ccccc3s2)c(O)cc1OCC(=O)NN,17.2%,6.9%,15.9%,1.2%,-5.3%,
Cc1ccc(SCC(=O)NC2CCS(=O)(=O)C2)cc1C (centres undefined),.,14.6%,-1.3%,i,-8.4%,
Cc1nc2cc(C(=O)O)ccc2n1-c1ccc(F)cc1F,-2.1%,5.3%,1.9%,1.4%,1.6%,
CCc1ccc(NC(=O)c2sccc2-n2cccc2)cc1,-7.9%,45.4%,45.8%,2.3%,10.5%,
O=C(c1ccccc1)N1CCN(S(=O)(=O)c2cccs2)CC1,-9.6%,-10.6%,-8.7%,1.4%,20.6%,
CCn1c(C)c(CCC(=O)O)c(=O)n2nc(-c3ccccc3OC)cc12,3.9%,-1.6%,0.0%,4.8%,-2.3%,
COc1ccc(N2CCN(c3nc4c(C)cccn4c(=O)c3C=C(C#N)C#N)CC2)cc1,.,.,.,1.1%,-22.9%,
N/C(=N\N=C\c1ccc(O)cc1O)N[N+](=O)[O-],3.0%,33.1%,-7.1%,0.5%,14.4%,
O=C(NNC(=O)c1sccc1-n1cccc1)c1cccc(Cl)c1,-2.0%,-2.2%,-6.9%,6.3%,7.9%,
CC1CCN(C(=O)c2ccc(NS(=O)(=O)c3ccccc3)cc2)CC1,-1.6%,7.3%,-27.9%,2.5%,9.1%,
Cc1nnc2c(NC3CCCC3)nc3ccccc3n12,12.8%,-3.0%,-5.3%,6.2%,-5.0%,
Cn1nc(C(=O)Nc2cccc(S(=O)(=O)N3CCOCC3)c2)c2ccccc2c1=O,.,14.1%,-5.7%,9.9%,-2.8%,
CCOC(=O)c1c(N)sc2c1CCC1C(=O)N(C3CCCCC3)C(=O)C21 (centres undefined),2.2%,-22.4%,48.4%,1.7%,-1.2%,
Cc1cccc(NC(=S)NC(=O)/C=C/c2ccco2)n1,7.3%,-5.6%,3.1%,8.0%,5.8%,
CC(C)(C)n1nc2c(c1NC(=O)Cc1cccc3ccccc13)CS(=O)(=O)C2,1.4%,13.5%,-0.8%,0.5%,5.6%,
CCCCCCCCOC(=O)c1ccc(N)cc1,-9.8%,37.9%,19.1%,1.8%,-1.8%,
CCOC(=O)c1ccc(S(=O)(=O)Nc2cc(S(=O)(=O)N3CCOCC3)ccc2O)cc1,.,58.9%,66.0%,7.2%,-13.9%,
Cc1cc(NC(=O)c2cccs2)n(-c2nc3ccccc3[nH]2)n1,-4.2%,.,57.9%,i,10.4%,
Cc1cc(C)c(NC(=O)CN)c(C)c1,-8.6%,-10.1%,1.7%,0.1%,-9.0%,VEEV TC-83 Vero 10K pilot screen=1.2
CCOc1ccc(NC(=O)NC(C)CC)cc1 (centres undefined),1.4%,8.3%,0.1%,2.5%,1.8%,
O=C(NCCc1csc(-c2ccccc2)n1)c1c(F)cccc1Cl,-0.7%,25.9%,5.3%,i,4.5%,
O=C(CN1CCN(c2cccc(Cl)n2)CC1)N1CC(O)CO1 (centres undefined),5.4%,-18.6%,-2.0%,i,-2.2%,
COc1cccc(N2CCN(S(=O)(=O)c3ccc4c(c3)oc(=O)n4C)CC2)c1,-1.7%,-0.3%,3.6%,1.6%,3.5%,
CCCOc1ccc(NC(=O)CC2C(=O)Nc3ccccc3N2CC(=O)N2CCCC2)cc1 (centres undefined),.,9.4%,-9.8%,2.6%,10.3%,
OC(CN1CCN(C(c2ccccc2)c2ccccc2)CC1)c1ccccc1 (centres undefined),1.8%,13.4%,-3.1%,i,22.3%,
Cc1ccc2nc(SCC(=O)N/N=C/c3ccco3)cc(C)c2c1,3.0%,10.7%,-1.4%,4.7%,18.2%,
O=C(CCCSc1nc2ccccc2c(=O)[nH]1)c1ccccc1,-24.8%,29.9%,14.8%,5.6%,-6.9%,
O=C(CN1C(=O)C2CCCCC2C1=O)Nc1cc([N+](=O)[O-])ccc1F (centres undefined),.,-15.6%,1.9%,6.3%,-4.2%,
CCC1([N+](=O)[O-])COC(C=Cc2ccccc2)OC1 (centres undefined),.,.,.,1.8%,-6.3%,
O=S(=O)(NN1CCOCC1)c1ccc(Cl)s1,-13.8%,-6.9%,-2.9%,i,-2.2%,
COc1ccc(/C=N/NC(=O)c2ccc(OC)c(OC)c2)cc1COc1c(F)c(F)c(F)c(F)c1F,-3.9%,6.8%,-0.6%,1.6%,-1.5%,
O=C(Nc1ccc(S(=O)(=O)N2CCCCC2)cc1)C1CCCO1 (centres undefined),4.8%,-2.0%,-5.9%,0.6%,7.1%,
COc1ccc(C(=O)Nn2c(C)nnc2-n2nc(C)cc2C)cc1OC,-14.0%,-1.0%,4.5%,1.6%,-1.9%,
Cc1cccc(/C=N/NC(=O)Cn2nnnc2N)n1,-2.4%,-1.3%,-15.1%,3.8%,-0.3%,
O=C(Nc1nccs1)C1C2/C=C\CCCCC21 (centres undefined),-10.4%,25.1%,-1.8%,0.7%,-6.2%,
# New compounds follow
SMILES,PhoP GFP inhibition,tuberculosis growth,H37Rv inhibition,VEEV TC-83 Vero,influenza NS1A,others
CCCc1nc2c(=O)n(C)c(=O)[nH]c2n1CCC,-0.5%,-8.5%,-1.7%,0.7%,-1.9%,
O=C(NCCNc1ccc([N+](=O)[O-])cc1)c1cccc(Br)c1,-0.4%,-6.1%,5.0%,0.9%,2.0%,
C[C@@H]1CC[C@]2(O[C@H](CCO)C[C@@H](O)[C@@H]2O)O1,-22.5%,-16.4%,3.4%,i,-6.7%,
O=C(c1cc2ccccc2oc1=O)N(Cc1ccc2c(c1)OCO2)Cc1ccco1,11.9%,14.7%,-9.0%,1.2%,2.1%,
CCn1c(C)nc2cc(C(=O)NNS(=O)(=O)c3c(C)c(C)cc(C)c3C)ccc21,-9.5%,-1.5%,-5.3%,1.2%,-15.3%,
N#Cc1ccc(Oc2ccc(C(N)=O)cc2)cc1C#N,-2.2%,1.0%,-4.5%,3.1%,-1.1%,
C/C=C(/C)C(=O)Nc1cccc(C2=NOC3(C2)C[C@@H](C(N)=O)N(C(=O)[C@H]2CCC(=O)N2)C3)c1 (some centres undefined),9.3%,-20.4%,-12.8%,0.8%,-2.5%,VEEV TC-83 Vero 10K pilot screen=0.7
